MT stabilize HCS – microtubule stabilization, imaging screen | HeLa tubulin immunostaining HCS, 24 h; share of cells brighter than vehicle mean+2SD | % tubulin-high responders, % at 10 µM | 200,000 tested, 0.83% active;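 active means plate Z-score above 3 for both tubulin-high and condensed-nucleus cell shares, with cell loss under 80%, at 10 µM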;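 further: anti alpha tubulin signal scored within the nucleus-defined area of each cell; some results filed as inactive read as strong as hits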
Hep lipid drop – hepatic lipid droplet formation modulation | AID 1656 | inhibition, % at 6.5 µM | AML12 mouse hepatocytes, oleate lipid droplets, BODIPY imaging | 240,000 tested, 0.4% active;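 active means lipid droplet intensity inhibited by at least 50%, with more than 500 cells counted; inconclusive means wells with under 300 cells, treated as cytotoxic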
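Assay system: AML12 mouse liver cells | Compound dosing: One dose, 6.5 µM compound | Read-out basis: Droplet intensity reduction, % inhibition | Measured by: Fluorescence imaging, 20x objective, two fields per well | Schedule: Overnight treatment with compound plus oleate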
Ins promoter up – MIN6 insulin promoter up-regulation; MIN6 insulin promoter-GFP reporter, high-content imaging; hits give high values; z-score at 5 µM; 190,000 tested, 0.3% active; AID 1625;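 active means z-score above 3 at 5 µM with at least 500 cells counted in the well; inconclusive means wells under 500 cells, flagged as cytotoxic or low count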
Autophagy HCS – autophagy modulation, high-content screen. MEF GFP-LC3 puncta imaging; test concentration mostly 10 µM. calls only at 10 µM (by protocol). 190,000 tested, 0.98% active;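 active means percentage of spot-positive cells more than 3 SD above its plate mean, without a fluorescence outlier flag or 80% toxicity; inconclusive means no clear call, values can overlap the other calls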;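 further: spot-positive cell cutoff set from DMSO-treated cells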
Yfh1-depleted yeast – mitochondrial function rescue without frataxin homolog – Friedreich's ataxia, plus single-dose screen, dose response (AID 1465). S. cerevisiae Yfh1-off respiration, WST-1 reduction, 72 h; higher fold induction means a stronger effect. one-dose fold induction at 50 µM; EC50 in µM for titrated hits. 220,000 tested, 0.074% active;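 active means fold induction of absorbance versus untreated yeast above a set limit, then at least 30% activation at any dose in follow-up; inconclusive means repeats straddling the limit, or above it without dose testing; inactive means fold induction below the set limit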;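 further: activators that raise dye reduction in frataxin-depleted yeast; strong numbers were not always called active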
Dynein transport – dynein cargo transport inhibition. 3617.4 mouse cells, GR-EGFP nuclear translocation imaging; test concentration mostly 20 µM; stimulated with dexamethasone, 1 µM; hits give low values. z-score, hits read low. 220,000 tested, 0.47% active. AID 1381;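 active means plate z-score of nuclear minus cytoplasmic receptor signal below a set negative limit, without overly bright fluorescence or cell loss, cut at about -3.5 in these data, passing the limit was not always enough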;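 further: z-score of nuclear minus cytoplasmic ring GR-EGFP intensity difference per well; some compounds called inactive have numbers as strong as hits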
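Buffer or medium: tetracycline-free induction medium containing charcoal-stripped FBS / Reagent: dexamethasone agonist, 1.0 µM final, for 30 min / Technique: automated 10x imaging of fixed Hoechst-stained cells / Times: induction 48 h, compound 1 h, agonist 30 min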
ER stress rescue – rescue of cells from ER stress-induced death, primary screen, 384-well, CSM14.1, thapsigargin, ATP luminescence (AID 1222) | CSM14.1 thapsigargin-induced death rescue, ATP luminescence; higher % means a stronger effect | one-dose cellular ATP content (survival), % at 20 µM; EC50 in µM for titrated hits | 190,000 tested, under 10 active;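 active means EC50 below 50 µM in the dose-response confirmation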;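 further: death triggered by thapsigargin at about 15 µM added after 2 h compound pretreatment; cell ATP read after overnight thapsigargin exposure of roughly 18 to 22 hours; normalized against plate controls of thapsigargin alone and 5% DMSO vehicle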
Dynein transport cytoplasmic EGFP – further read-out of Dynein transport, marked with its call; z-score; measured here: cytoplasmic GR-EGFP intensity; hits give high values
Dynein transport nuclear GR-EGFP – also measured in Dynein transport; calls as there; z-score; measured here: nuclear GR-EGFP intensity;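 lower value marks the stronger effect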
Dynein transport cell count – second read-out of Dynein transport, no call of its own (marks repeat the call); z-score; measured here: cell count per field
Hep lipid drop cells 6.5 µM – second read-out of Hep lipid drop, no call of its own (marks repeat the call); cell count; measured here: cell count, cytotoxicity flag;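 cells counted across two imaged fields per well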
MT stabilize HCS Hoechst-high % – also measured in MT stabilize HCS; calls as there; % Hoechst-high responders; measured here: nuclear condensation Hoechst responders;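 share of cells brighter than vehicle mean plus two SD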
MT stabilize HCS cytotoxicity % – second read-out of MT stabilize HCS, no call of its own (marks repeat the call); toxicity, %; measured here: cytotoxicity by cell density;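 0% = mean cell density of plate MIN control wells and 100% = no cells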
Autophagy HCS cell loss 18 h – also measured in Autophagy HCS; calls as there; toxicity, %; measured here: cell loss, nuclei count;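 cell loss after 18 h compound exposure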
* marks the source's active call; other numbers are inactive results.

How did Cc1cccc(N=Nc2ccc(N(C)C)cc2)c1 do in these assays?
Hep lipid drop: -11.4; Hep lipid drop cells 6.5 µM: 759

Results for CCN1CCN(C(=O)COc2ccc(S(=O)(=O)N3CCOCC3)cc2Cl)CC1 ?
Hep lipid drop: -1.1; Hep lipid drop cells 6.5 µM: 745

How did CCCN1CCC(NC2CCC(O)CC2)CC1 (stereo unspecified) do in these assays?
Hep lipid drop: 11.3; Hep lipid drop cells 6.5 µM: 873

How did COc1ccc2c3c1OC1C(O)C=CC4C(C2)[N+](C)(C)CCC341 (stereo unspecified) do in these assays?
Hep lipid drop: -11.7; Hep lipid drop cells 6.5 µM: 407

What do the screens show for `O=S(=O)(c1ccc(F)cc1)N1CN2CCN(C2)C1`?
Hep lipid drop: 3.3; Hep lipid drop cells 6.5 µM: 851

How did C#CC1(OC(=O)c2ccccc2)CC(C)N(C)CC1C (stereo unspecified) do in these assays?
Hep lipid drop: -1.8; Hep lipid drop cells 6.5 µM: 764

Results for CCN1C[C@]2(CO)CC[C@H](OC)[C@@]34C2[C@H](OC)[C@@](O)(C13)[C@@]1(O)C[C@H](OC)[C@H]2C[C@@H]4[C@@H]1[C@H]2OC ?
Hep lipid drop: -6.8; Hep lipid drop cells 6.5 µM: 806

What do the screens show for `CN1C(=O)/C(=C/c2ccc(Cl)s2)C(=O)NC1=S`?
Hep lipid drop: 2.3; Hep lipid drop cells 6.5 µM: 820

Results for COc1ccc(CC(C)Nc2cccc(F)c2)cc1 (stereo unspecified) ?
Hep lipid drop: -0.2; Hep lipid drop cells 6.5 µM: 792

Results for COc1ccc(-n2c(/C=C/c3ccc(O)c(O)c3)nc3ccccc3c2=O)cc1 ?
Hep lipid drop: 12.9; Hep lipid drop cells 6.5 µM: 697

Arranged by length of the SMILES (descending): some entries from above.
Results for COc1ccc(-n2c(/C=C/c3ccc(O)c(O)c3)nc3ccccc3c2=O)cc1 ?
Hep lipid drop: 12.9; Hep lipid drop cells 6.5 µM: 697

What do the screens show for `CN1C(=O)/C(=C/c2ccc(Cl)s2)C(=O)NC1=S`?
Hep lipid drop: 2.3; Hep lipid drop cells 6.5 µM: 820

How did C#CC1(OC(=O)c2ccccc2)CC(C)N(C)CC1C (stereo unspecified) do in these assays?
Hep lipid drop: -1.8; Hep lipid drop cells 6.5 µM: 764

(further entries)
What do the screens show for `Cc1c(C)c2ccc(OCC(=O)N3CCC(C(=O)O)(c4ccccc4)CC3)cc2oc1=O`?
Hep lipid drop: 0.1; Hep lipid drop cells 6.5 µM: 773

What do the screens show for `OC(CN1CCC(c2c[nH]c3ccccc23)CC1)C(F)(F)F` (stereo unspecified)?
Hep lipid drop: -24.2; Hep lipid drop cells 6.5 µM: 828

How did COc1cc(CN2CCNCC2)cc(OC)c1OC do in these assays?
Hep lipid drop: -1.0; Hep lipid drop cells 6.5 µM: 802

What do the screens show for `CCCCCn1c(=O)c(C(=O)NCc2ccccc2Cl)c(O)c2ccccc21`?
Hep lipid drop: -12.0; Hep lipid drop cells 6.5 µM: 759

What do the screens show for `CC(C)CCOP(N)(=O)Oc1ccccc1` (stereo unspecified)?
Hep lipid drop: 3.4; Hep lipid drop cells 6.5 µM: 814

How did COc1ccc(OC)c(N=Cc2c(O)[nH]c(=O)[nH]c2=O)c1 do in these assays?
Hep lipid drop: -12.6; Hep lipid drop cells 6.5 µM: 716

What do the screens show for `COc1nc2ccccc2nc1N1CCN(C)CC1`?
Hep lipid drop: 3.6; Hep lipid drop cells 6.5 µM: 841

Results for Cn1ncnc2c(=O)n(C)c(=O)nc1-2 ?
Ins promoter up: inconclusive; Yfh1-depleted yeast: inactive; ER stress rescue: -4.2%

How did Cc1cccc(-n2c(CN3C(=O)c4ccccc4C3=O)nc3ccccc3c2=O)n1 do in these assays?
MT stabilize HCS: 2.0; Autophagy HCS: inactive; Dynein transport: 0.151; Dynein transport cytoplasmic EGFP: -0.195; Dynein transport nuclear GR-EGFP: 0.425; Dynein transport cell count: -0.278; MT stabilize HCS Hoechst-high %: 2.1; MT stabilize HCS cytotoxicity %: 6.1; Autophagy HCS cell loss 18 h: -3.9

Results for Cc1c(/C=C2/CC3C4CC=C5CC(O)CCC5(C)C4CCC3(C)C2=O)cnn1C (stereo unspecified) ?
MT stabilize HCS: 3.6; Autophagy HCS: inactive; Dynein transport: 0.398; Dynein transport cytoplasmic EGFP: -0.255; Dynein transport nuclear GR-EGFP: 0.198; Dynein transport cell count: 0.717; MT stabilize HCS Hoechst-high %: 2.3; MT stabilize HCS cytotoxicity %: 6.5; Autophagy HCS cell loss 18 h: -3.0

By substructure, the compounds so far with a halogen (six)
Results for CCN1CCN(C(=O)COc2ccc(S(=O)(=O)N3CCOCC3)cc2Cl)CC1 ?
Hep lipid drop: -1.1; Hep lipid drop cells 6.5 µM: 745

What do the screens show for `O=S(=O)(c1ccc(F)cc1)N1CN2CCN(C2)C1`?
Hep lipid drop: 3.3; Hep lipid drop cells 6.5 µM: 851

What do the screens show for `CN1C(=O)/C(=C/c2ccc(Cl)s2)C(=O)NC1=S`?
Hep lipid drop: 2.3; Hep lipid drop cells 6.5 µM: 820

Results for COc1ccc(CC(C)Nc2cccc(F)c2)cc1 (stereo unspecified) ?
Hep lipid drop: -0.2; Hep lipid drop cells 6.5 µM: 792

What do the screens show for `OC(CN1CCC(c2c[nH]c3ccccc23)CC1)C(F)(F)F` (stereo unspecified)?
Hep lipid drop: -24.2; Hep lipid drop cells 6.5 µM: 828

What do the screens show for `CCCCCn1c(=O)c(C(=O)NCc2ccccc2Cl)c(O)c2ccccc21`?
Hep lipid drop: -12.0; Hep lipid drop cells 6.5 µM: 759

Not all compounds are listed; the hit share may differ from the screen's.
